Screening results (PubChem BioAssay)
M1 antag: human M1 muscarinic receptor antagonists, primary screen, CHO-K1 cells, Fluo-8 calcium fluorescence, 1536-well | AID 588852, 2011 | actives 1.3% (n = 360,000) | CHO-K1 hM1, ACh EC80 antagonist | Muscarinic acetylcholine receptor M1 (Homo sapiens), P11229 | inhibition, % at 3 µM;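 active means percent inhibition above its own plate's cutoff, namely the mean of that plate's compound wells plus 3 SD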;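 further: peak over basal fluorescence ratio during 140 s after agonist addition; 0% = ACh EC80 plus DMSO and 100% = DMSO alone without agonist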
M1 ag parental: counter-screen for M1 agonists: effect in parental CHO-K1 cells; activation, % at 3 µM; actives 0.48% (n = 360,000); AID 602248, 2012; Fluo-8 calcium fluorescence; scaled to maximal ATP response, vehicle zero; in the data active means activation above about 15%;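 further: untransfected CHO-K1 host cells lacking M1 receptor as counterscreen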
M1 PAM parental: nonselective calcium activators in parental CHO-K1 cells, primary screen, counter-screen for M1 PAM project, cell-based, Fluo-8 calcium fluorescence, full deck, 1536-well; ATP EC20; 0% at ATP EC20, 100% at ATP max; activation, % at 3 µM; actives 0.02% (n = 360,000); AID 602247, 2012;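 active means activation above the run cutoff, the mean activation of all test compounds plus 3 SD, cut at about 40% in these data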;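 further: peak over basal fluorescence ratio in a 140 s read after ATP addition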
CHO-K1 Ca antag: nonselective inhibitor or artifact in parental CHO-K1 cells. ATP-induced calcium, Fluo-8 fluorescence. inhibition, % at 3 µM. actives 0.6% (n = 360,000). AID 602250;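 active means inhibition above a per-plate cutoff, the plate's mean sample inhibition plus 3 SD, cut at about 24% in these data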;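 further: 0% = DMSO plus EC80 ATP and 100% = DMSO alone without ATP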
CHRM1 agonist: human M1 muscarinic receptor agonists, primary screen, Fluo-8 calcium fluorescence, CHO-K1 cells, HTS. AID 588814, 2011. CHO-K1 hM1, agonist mode; 0% DMSO, 100% acetylcholine EC100. Muscarinic acetylcholine receptor M1 (Homo sapiens), P11229. actives 0.33% (n = 360,000). activation, % at 3 µM;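 active means activation above the run's mean compound activation plus 3 SD, cut at about 16% in these data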;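 further: peak over basal fluorescence ratio within a 140 s kinetic read after compound addition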
TAAR1 agonist: human TAAR1 agonists, primary screen, Fluo-8 calcium fluorescence, CHO RD-HGA16 cells; Trace amine-associated receptor 1 (Homo sapiens), Q96RJ0; activation, % at 3 µM; AID 624467, 2012; actives 0.99% (n = 360,000); vehicle wells 0%, saturating PEA agonist 100%;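 active means activation above the mean activation of all test compounds in the run plus 3 SD, cut at about 38% in these data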
Target sequence (Q96RJ0 whole entry, looked up): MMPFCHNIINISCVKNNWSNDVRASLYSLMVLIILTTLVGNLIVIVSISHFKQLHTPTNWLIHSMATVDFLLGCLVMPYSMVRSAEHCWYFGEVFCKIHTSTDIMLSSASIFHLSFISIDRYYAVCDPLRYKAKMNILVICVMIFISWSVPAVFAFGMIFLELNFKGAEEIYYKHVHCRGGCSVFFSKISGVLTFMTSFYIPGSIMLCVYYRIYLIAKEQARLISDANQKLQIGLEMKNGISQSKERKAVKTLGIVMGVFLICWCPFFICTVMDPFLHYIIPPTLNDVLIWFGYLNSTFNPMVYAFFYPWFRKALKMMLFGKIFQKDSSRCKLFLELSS
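Repeats: no replicates (n 1) | Material: CHO-derived RD-HGA16 cells with stable Gα16 and human TAAR1 | Technique: Kinetic Fluo-8 calcium fluorescence | Schedule: 17-24 h seeding, 75 min 37 °C dye, 30 min RT | Evaluation: % activation from peak over basal fluorescence ratio, DMSO-to-PEA scaled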
TAAR1 antagonist: human TAAR1 antagonists, primary screen, Fluo-8 calcium fluorescence, CHO RD-HGA16 cells | antagonist | inhibition, % at 3 µM | actives 1.5% (n = 360,000);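 active means inhibition above a per-plate cutoff, the mean inhibition of test compounds on that plate plus 3 SD, cut at about 49% in these data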;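 further: 0% = DMSO plus EC80 beta-PEA response and 100% = DMSO alone without agonist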
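Test system – hTAAR1-expressing CHO RD-HGA16 cells, Gα16-coupled · Also added – β-PEA at EC80 concentration, post-compound challenge · Compound – 3 µM, single point · Incubation – dye loading 75 min at 37 °C, then 30 min room temperature · Measured by – Fluo-8 intracellular calcium dye fluorescence, real-time kinetic reads · Benchmarks – vehicle and agonist controls · Replicates – singlicate, one well per test compound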
OXTR potentiate: human OXTR potentiators, primary screen, fluorescence, CHO-OTR cells, Fluo-8 calcium; Fluo-8 calcium fluorescence, potentiator mode; 0% = oxytocin EC15, 100% = EC100; activation, % at 3 µM; actives 0.061% (n = 320,000);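 active means activation above that plate's cutoff, the mean activation of tested compounds plus 3 SD, cut at about 6.6% in these data, passing the limit was not always enough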;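 further: 100% uses oxytocin at 75 nM as the full agonist control; some results filed as inactive read as strong as hits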
Target sequence (P30559 whole entry, looked up): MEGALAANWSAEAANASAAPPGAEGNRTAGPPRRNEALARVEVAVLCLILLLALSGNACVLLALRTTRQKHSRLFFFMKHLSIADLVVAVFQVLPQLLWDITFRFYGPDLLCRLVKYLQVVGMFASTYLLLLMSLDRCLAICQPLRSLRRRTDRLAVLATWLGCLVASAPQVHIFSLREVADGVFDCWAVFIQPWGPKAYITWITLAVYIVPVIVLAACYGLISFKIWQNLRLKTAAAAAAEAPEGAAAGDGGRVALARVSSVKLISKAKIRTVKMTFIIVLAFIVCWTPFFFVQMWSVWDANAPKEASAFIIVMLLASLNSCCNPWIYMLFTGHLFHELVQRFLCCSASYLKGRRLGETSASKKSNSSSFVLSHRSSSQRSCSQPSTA
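assay system = CHO-OTR cells, human receptor | schedule = compound 6 min at room temperature before oxytocin, 100 s read | detection = Fluo-8 intracellular calcium fluorescence, ex 470-495, em 515-575 nm | evaluation = normalized max/min fluorescence ratio, % activation | control set = EC15 oxytocin alone as 0%, 75 nM oxytocin (EC100) as 100%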
CHO parental Ca: ATP-evoked calcium signal inhibitors, parental CHO, primary screen, counter-screen for OX1R antagonist project, cell-based, fluorescence, Fluo-8 calcium dye | inhibition, % at 5.6 µM | actives 0.63% (n = 330,000) | parental CHO-K1, ATP-induced calcium, Fluo-8 fluorescence;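 active means inhibition above that plate's mean sample inhibition plus 3 SD, cut at about 26% in these data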;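 further: 0% = ATP-challenged DMSO wells and 100% = DMSO wells without ATP; some compounds past the cut are filed as inactive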
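Test system: parental CHO cells; detection: calcium-sensitive Fluo-8 fluorescence; evaluation: percent inhibition of calcium signal; also added: ATP as calcium-mobilizing challenge; repeats: one well per compound; control set: ATP-challenged DMSO wells low, unchallenged DMSO wells high; compound: single nominal dose of 5.6 µM per compound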
An asterisk follows results filed as active. The list is partial, so the mix of outcomes need not match the whole.

`Fc1ccc2c(c1)nnn2C1CCN(Cc2nnnn2C2CCCCC2)CC1` gave M1 antag 9, M1 ag parental 1.0, M1 PAM parental -3, CHO-K1 Ca antag -8, CHRM1 agonist -4, TAAR1 agonist 8, TAAR1 antagonist 5, OXTR potentiate -22 and CHO parental Ca -10.
`COC(=O)C1=C(c2ccc(OCc3ccccc3)c(F)c2)C[C@@H]2CC[C@H]1N2C` gave M1 antag 29*, M1 ag parental 2.4, M1 PAM parental 11, CHO-K1 Ca antag -11, CHRM1 agonist -8, TAAR1 agonist 10 and TAAR1 antagonist -14.
For COC(=O)C(c1ccccc1)N1CCCCCC1 (stereo not drawn) the results were M1 antag 0, M1 ag parental 0.4, M1 PAM parental 11, CHO-K1 Ca antag -7, CHRM1 agonist -5, TAAR1 agonist 2, TAAR1 antagonist 1, OXTR potentiate -1 and CHO parental Ca -4.
For NC(=O)c1c(Br)n(C2OC(CO)C(O)C2O)c2ncnc(N)c12 (stereo not drawn) the results were M1 antag -13, M1 ag parental 0.9, M1 PAM parental 13, CHO-K1 Ca antag -15, CHRM1 agonist -2, TAAR1 agonist 2 and TAAR1 antagonist 0.
Screening O=C1c2cccc3cccc(c23)C(=O)N1/N=C/c1c(O)n(-c2ccccc2)c(=O)[nH]c1=O returned M1 antag -2, M1 ag parental 0.1, M1 PAM parental 2, CHO-K1 Ca antag -5, CHRM1 agonist -5, TAAR1 agonist 0, TAAR1 antagonist -6, OXTR potentiate -2 and CHO parental Ca -7.
`CC(C)C(C)(NC(=O)c1cccn(Cc2ccc3c(c2)OC(F)(F)O3)c1=O)C(N)=O` (stereo not drawn) gave M1 antag -4, M1 ag parental 0.0, M1 PAM parental 5, CHO-K1 Ca antag 6, CHRM1 agonist 0, TAAR1 agonist 8, TAAR1 antagonist -5, OXTR potentiate -5 and CHO parental Ca -2.
`c1ccc(CC(NCc2ccco2)c2ccccc2)cc1` (stereo not drawn) gave M1 antag 1, M1 ag parental -0.4, M1 PAM parental 16, CHO-K1 Ca antag 7, CHRM1 agonist -12, TAAR1 agonist -2, TAAR1 antagonist 1, OXTR potentiate -5 and CHO parental Ca -30.
Screening CC(=O)OCC12CC(OC(=O)CC(C)C)C(C)=CC1OC1C(O)C(OC(C)=O)C2(C)C12CO2 (stereo not drawn) returned M1 antag -14, M1 ag parental 0.1, M1 PAM parental -2, CHO-K1 Ca antag -6, CHRM1 agonist -9, TAAR1 agonist 4 and TAAR1 antagonist -13.
Screening CCOc1cc(CN2CCN(C(=O)Cc3ccccc3)CC2)ccc1OC returned M1 antag -16, M1 ag parental 3.1, M1 PAM parental 17, CHO-K1 Ca antag -31, CHRM1 agonist -3, TAAR1 agonist 2, TAAR1 antagonist 2, OXTR potentiate -15 and CHO parental Ca 2.
For O=c1c2ccccc2nc(-c2ccoc2)n1-c1ccccc1 the results were M1 antag -14, M1 ag parental 0.9, M1 PAM parental 20, CHO-K1 Ca antag -16, CHRM1 agonist -4, OXTR potentiate -7 and CHO parental Ca -10.
For CN(C)CCSC1c2ccccc2CSc2ccccc21 (stereo not drawn) the results were M1 antag 99*, M1 ag parental 2.8, M1 PAM parental 9, CHO-K1 Ca antag -2, CHRM1 agonist -8, TAAR1 agonist 4, TAAR1 antagonist -14, OXTR potentiate -9 and CHO parental Ca -14.
For CC12CC1(C)C(=O)N(c1cc(Cl)cc(Cl)c1)C2=O (stereo not drawn) the results were M1 antag -7, M1 ag parental -0.9, M1 PAM parental -5, CHO-K1 Ca antag 2, CHRM1 agonist -2, TAAR1 agonist -1 and TAAR1 antagonist 8.
Screening O=C(Nc1ccccc1)c1c(O)c2c(n(Cc3ccco3)c1=O)CCCC2 returned M1 antag 3, M1 ag parental 2.0, M1 PAM parental -17, CHO-K1 Ca antag -5, CHRM1 agonist -3, TAAR1 agonist 2, TAAR1 antagonist -30, OXTR potentiate -9 and CHO parental Ca -10.
O=c1[nH]c(=S)n(C2CC2)c(O)c1C=Nc1cccc(C(F)(F)F)c1 was read as M1 antag -5, M1 ag parental 0.8, M1 PAM parental 23, CHO-K1 Ca antag -16, CHRM1 agonist -3, TAAR1 agonist 3, TAAR1 antagonist -8, OXTR potentiate 9 and CHO parental Ca -9.
NP(=O)(OCCCc1ccccc1)c1ccccc1 (stereo not drawn) was read as M1 antag -11, M1 ag parental 0.3, M1 PAM parental -5, CHO-K1 Ca antag -6, CHRM1 agonist -1, TAAR1 agonist 1, TAAR1 antagonist 5, OXTR potentiate 3 and CHO parental Ca -4.
`COC(=O)C1=C(c2cccc(OC)c2OC)C[C@@H]2CC[C@H]1N2C(=O)NC1CC1` gave M1 antag 0, M1 ag parental 0.9, M1 PAM parental 9, CHO-K1 Ca antag -13, CHRM1 agonist -5, TAAR1 agonist 5, TAAR1 antagonist -3, OXTR potentiate 3 and CHO parental Ca -12.
Screening O=C(CN1C(=O)COc2ccccc21)N1CCC2(CC1)OCCO2 returned M1 antag 1, M1 ag parental 0.9, M1 PAM parental 16, CHO-K1 Ca antag -9, CHRM1 agonist -1, TAAR1 agonist 1, TAAR1 antagonist -9, OXTR potentiate -2 and CHO parental Ca -5.
For CCOP(=O)(C(NC(=O)c1ccccc1Cl)=C(Cl)Cl)c1ccccc1 (stereo not drawn) the results were M1 antag -5, M1 ag parental 0.2, M1 PAM parental 24, CHO-K1 Ca antag -12, CHRM1 agonist -4, TAAR1 agonist 13, TAAR1 antagonist -13, OXTR potentiate -7 and CHO parental Ca -14.
Screening CC(C)OC(=O)c1c(N)n(CC2CCCO2)c2nc3ccccc3nc12 (stereo not drawn) returned M1 antag -26, M1 ag parental 2.7, M1 PAM parental 10, CHO-K1 Ca antag -4, CHRM1 agonist -6, TAAR1 agonist 6, TAAR1 antagonist 22, OXTR potentiate -13 and CHO parental Ca -20.
O=c1[nH]c(=O)n(-c2cccc(Cl)c2)c(O)c1C=NCCN1CCCCC1 was read as M1 antag 7, M1 ag parental 0.3, M1 PAM parental 16, CHO-K1 Ca antag -18, CHRM1 agonist -5, TAAR1 agonist 7, TAAR1 antagonist -16, OXTR potentiate -6 and CHO parental Ca -8.
For Cn1c(O)c(C=NCCN2CCN(C(=O)c3ccccc3)CC2)c(=O)n(C)c1=O the results were M1 antag -7, M1 ag parental -0.3, M1 PAM parental -3, CHO-K1 Ca antag -5, CHRM1 agonist -4, TAAR1 agonist 3, TAAR1 antagonist -4, OXTR potentiate -7 and CHO parental Ca 9.
CN1CCN(c2nc(N)cc(=O)[nH]2)CC1 was read as M1 antag -4, M1 ag parental 0.6, M1 PAM parental 3, CHO-K1 Ca antag -11, CHRM1 agonist -6, TAAR1 agonist 0, TAAR1 antagonist -10, OXTR potentiate -13 and CHO parental Ca -2.
Screening COc1ccccc1Oc1c(C)oc2cc(OC(=O)N(C)C)ccc2c1=O returned M1 antag -5, M1 ag parental 0.7, M1 PAM parental 21, CHO-K1 Ca antag 6, CHRM1 agonist -5, TAAR1 agonist 0, TAAR1 antagonist -4, OXTR potentiate 1 and CHO parental Ca -6.
Screening CN(C)C1(c2nnnn2-c2ccc(Cl)cc2)CCCCC1 returned M1 antag -1, M1 ag parental -0.1, M1 PAM parental 14, CHO-K1 Ca antag -6, CHRM1 agonist -11, TAAR1 agonist -2, TAAR1 antagonist -6, OXTR potentiate -5 and CHO parental Ca -7.
`O=C(NC1CCCCC1)N1Cc2ccccc2-n2nncc2C1` gave M1 antag -8, M1 ag parental 1.1, M1 PAM parental 13, CHO-K1 Ca antag -16, CHRM1 agonist 0, TAAR1 agonist 1 and TAAR1 antagonist 1.
Screening COC(=O)C1=C(c2ccc(OC)c(OC)c2)C[C@@H]2CC[C@H]1N2C(=O)NCCOc1ccc(OC)cc1 returned M1 antag -5, M1 ag parental -0.2, M1 PAM parental -3, CHO-K1 Ca antag -6, CHRM1 agonist -10, TAAR1 agonist 0, TAAR1 antagonist 14, OXTR potentiate -1 and CHO parental Ca -13.
`CC1CCN(CC(=O)c2ccc3c(c2)OCCO3)CC1` gave M1 antag 22, M1 ag parental 0.4, M1 PAM parental 3, CHO-K1 Ca antag -6, CHRM1 agonist -7, TAAR1 agonist 0, TAAR1 antagonist -8, OXTR potentiate -8 and CHO parental Ca -8.

Ordered by count of non-hydrogen atoms (smallest number first): some entries from above
`CC1CCN(CC(=O)c2ccc3c(c2)OCCO3)CC1` gave M1 antag 22, M1 ag parental 0.4, M1 PAM parental 3, CHO-K1 Ca antag -6, CHRM1 agonist -7, TAAR1 agonist 0, TAAR1 antagonist -8, OXTR potentiate -8 and CHO parental Ca -8.
Screening CN(C)C1(c2nnnn2-c2ccc(Cl)cc2)CCCCC1 returned M1 antag -1, M1 ag parental -0.1, M1 PAM parental 14, CHO-K1 Ca antag -6, CHRM1 agonist -11, TAAR1 agonist -2, TAAR1 antagonist -6, OXTR potentiate -5 and CHO parental Ca -7.
`O=C(NC1CCCCC1)N1Cc2ccccc2-n2nncc2C1` gave M1 antag -8, M1 ag parental 1.1, M1 PAM parental 13, CHO-K1 Ca antag -16, CHRM1 agonist 0, TAAR1 agonist 1 and TAAR1 antagonist 1.
For Cn1c(O)c(C=NCCN2CCN(C(=O)c3ccccc3)CC2)c(=O)n(C)c1=O the results were M1 antag -7, M1 ag parental -0.3, M1 PAM parental -3, CHO-K1 Ca antag -5, CHRM1 agonist -4, TAAR1 agonist 3, TAAR1 antagonist -4, OXTR potentiate -7 and CHO parental Ca 9.
